Compound activity as filed in PubChem.
ERG Ets-DNA blk: blocks human ERG Ets domain binding to DNA. actives 0.028% (n = 370,000). Potency, µM (titrated, usually from 76.9 µM), inactives show at the highest dose FP activity, negative = inhibition, usual class: inhibitors. AID 624246. fluorescence polarization, His-ERG Ets domain / labelled DNA; active means well fitted inhibition curve with a large enough effect in the polarisation, with a control signal flat; inconclusive means small, poorly fitted or top-dose-only effect, or effect the other way, or a change in a side signal; inactive means no such curve, though single readings can be large or run the other way; the % refers to the polarisation;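 further: polarization taken with two DNA probes labelled with fluorescein and Texas red; potency means the concentration at half of the fitted maximal effect; % of control where 0% means no effect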
Target sequence (P11308 whole entry, looked up, the tested form may be a part): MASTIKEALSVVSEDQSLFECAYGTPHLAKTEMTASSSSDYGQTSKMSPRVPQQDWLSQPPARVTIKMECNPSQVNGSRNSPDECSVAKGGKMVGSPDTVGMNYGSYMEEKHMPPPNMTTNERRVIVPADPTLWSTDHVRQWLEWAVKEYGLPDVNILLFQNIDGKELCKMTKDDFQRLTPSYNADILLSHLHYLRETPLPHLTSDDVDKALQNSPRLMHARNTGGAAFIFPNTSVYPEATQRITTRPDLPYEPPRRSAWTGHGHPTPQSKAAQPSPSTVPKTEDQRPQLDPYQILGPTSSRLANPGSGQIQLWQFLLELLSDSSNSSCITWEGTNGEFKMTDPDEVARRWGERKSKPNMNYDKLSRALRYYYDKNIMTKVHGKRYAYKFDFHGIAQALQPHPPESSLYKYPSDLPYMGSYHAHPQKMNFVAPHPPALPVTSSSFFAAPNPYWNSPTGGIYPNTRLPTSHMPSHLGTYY
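His-tagged ERG Ets domain (1 uM in the protein solution; 300mM KCl, 50mM Tris-HCl, 1mM EDTA, 1mM DTT, pH 7.5) received compound, then a probe mix of 5 nM fluorescein-DNA and 100nM Texas-615-DNA. Fluorescence polarization was read for both dyes.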
RGS4 inh: human RGS4 inhibition; P49798; Transcreener GDP fluorescence polarization, RGS4-accelerated GTP hydrolysis; Potency, µM (doses to about 114 µM), inactives show at the highest dose activity change, negative = inhibition, actives largely listed as inhibitors; actives 0.039% (n = 390,000); AID 504845; further: potency means the concentration at half of the fitted maximal effect; on the % scale 0 is the no-effect control and ±100 the full control effect; nearly all actives have a fitted effect of over 75% in size; some results filed as inactive show a strong effect at the top dose
Target sequence (P49798 whole entry, looked up): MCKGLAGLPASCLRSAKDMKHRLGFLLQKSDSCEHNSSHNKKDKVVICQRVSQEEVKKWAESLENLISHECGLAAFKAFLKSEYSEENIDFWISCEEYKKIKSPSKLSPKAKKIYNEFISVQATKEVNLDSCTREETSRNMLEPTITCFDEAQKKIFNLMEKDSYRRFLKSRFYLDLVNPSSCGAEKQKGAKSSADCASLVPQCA
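MLSMR compounds (23 nl, pin-transferred) preincubated 10 min at room temperature with a 500nM (2x) first reagent, then RGS4 at 900nM (2x) plus Transcreener GDP mix added; fluorescence polarization (620/688 nm) read before and after 90 min at 30 °C.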
HP1b binding inh: inhibitors of HP1-beta chromodomain binding to methylated histone tails; P83916; AlphaScreen HP1-beta / biotin-H3K9me3 peptide binding; Potency, µM (series often up to 114 µM), inactives show at the top dose activity change, negative = inhibition, actives largely listed as inhibitors; actives 0.56% (n = 390,000); further: potency means the concentration at half of the fitted maximal effect; nearly all actives have a fitted effect of over 70% in size; inactives centre near 23
Target sequence (P83916 whole entry, looked up): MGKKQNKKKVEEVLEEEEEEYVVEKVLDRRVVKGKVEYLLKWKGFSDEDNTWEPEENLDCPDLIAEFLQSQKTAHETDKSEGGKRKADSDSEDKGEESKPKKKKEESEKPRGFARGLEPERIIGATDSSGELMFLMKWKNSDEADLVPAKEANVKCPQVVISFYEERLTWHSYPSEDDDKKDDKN
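Compound inhibition of the preformed complex between 50 nM HP1-beta and 50 nM biotinylated H3K9me3 peptide was read by AlphaScreen. Buffer was PBS pH 7.4 with 0.01% Tween-20. Incubations ran 30 min at room temperature, with 10 ug/mL donor/acceptor beads.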
JMJD2A Tudor inh: JMJD2A Tudor domain (human) inhibition. O75164. AlphaScreen JMJD2A-Tudor / H3K4me3 peptide binding. Potency, µM (series often up to 114 µM), without a hit: top-dose activity change, negative = inhibition, actives largely listed as inhibitors. actives 4.4% (n = 390,000); further: potency means the concentration at half of the fitted maximal effect; on the % scale 0 is the no-effect control and ±100 the full control effect; nearly all actives have a fitted effect of over 50% in size
ALOX12 inh: inhibitors of human 12S-lipoxygenase ALOX12; P18054; purified 12hLO, xylenol orange hydroperoxide absorbance; Potency, µM (series often up to 108 µM), for inactives: at the highest dose activity change, negative = inhibition, actives largely listed as inhibitors; actives 1.1% (n = 580,000); further: potency means the concentration at half of the fitted maximal effect; on the % scale 0 is the no-effect control and ±100 the full control effect
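Purified human 12hLO (150 nM final) in 25 mM Hepes, 0.01% Triton X-100, pH 7.0 was preincubated 15 min at room temperature with compound. Then 40 uM arachidonic acid was added, 30 min. Hydroperoxide was read by Fe-XO absorbance ratio 573/405 nm.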
BAZ2B inh: inhibitors of human BAZ2B bromodomain. Q9UIF8. AlphaScreen BAZ2B-H3K14Ac peptide displacement. Potency, µM (titrated, usually from 114 µM), for inactives: at the highest dose activity change, negative = inhibition, usual class: inhibitors. actives 4.4% (n = 360,000). AID 504333; further: potency means the concentration at half of the fitted maximal effect; on the % scale 0 is the no-effect control and ±100 the full control effect; nearly all actives have a fitted effect of over 60% in size
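AlphaScreen displacement: compounds (up to 110uM) incubated 30 min at room temperature with a preformed 50 nM BAZ2B/50 nM biotinylated H3K14Ac peptide complex in PBS pH 7.4 with Tween-20. Donor and acceptor beads at 10 ug/mL final added, 20 min light-protected before reading.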
PI4K2A inh: PI4K2A (human) kinase inhibition; AID 1346378; actives 0.13% (n = 420,000); Q9BTU6; purified PI4K2A, ADP-Glo luminescence, 1 h; hits give low values; activity change, negative = inhibition, % at 76.9 µM; in the data active means activity change below about -50%; inconclusive means mostly about -30% to -49%;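 further: -100% = wells without enzyme as full effect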
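In this quantitative HTS, ADP production by PI4K2A was quantified luminescently after 1 h at ambient temperature; 100 microM adenosine served as plate-quality control.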
GLS inhibitor: inhibitors of human glutaminase (GLS); O94925; GLS enzymatic activity, qHTS titration; Potency, µM (doses to about 45.5 µM), inactives show top-dose activity change, negative = inhibition, actives largely listed as inhibitors; actives 0.21% (n = 410,000); further: potency means the concentration at half of the fitted maximal effect; on the % scale 0 is the no-effect control and ±100 the full control effect
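Compounds were pin-transferred onto hKGA, after which L-glutamine (1 mM solution) and a detection mix of glutamate oxidase, HRP and Amplex Red were added. Initial and 30 min RT fluorescence reads were collected.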
G9a inh: G9a (human) methyltransferase inhibition | G9a H3K9 monomethylation, AlphaScreen, 2 h | Potency, µM (highest dose often 102 µM), without a hit: at the top dose activity, negative = inhibition, usual class: inhibitors | actives 8.8% (n = 350,000); further: potency means the concentration at half of the fitted maximal effect; on the % scale 0 is the no-effect control and ±100 the full control effect; nearly all actives have a fitted effect of over 75% in size
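Step 1: enzyme (final 20 nM) with compound, 15 min RT. Step 2: substrate peptide 500 nM and SAM 20 uM, 2 h RT. Step 3: anti-H3K9me1 antibody and AlphaScreen beads, 10 min, then plate read.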
An asterisk follows results filed as active; ? = inconclusive; / = not tested or not shown; & = joins results of further samples; [ ] = dose if it differs, or a comment. Unless noted, the call rests on the fitted dose curve; in most records, active means well fitted curve in the direction sought with a large enough effect; inconclusive means small, poorly fitted or top-dose-only effect, or another doubt; inactive means no such curve, though single readings can be large; an effect the other way counts as inactive or inconclusive.

no.	SMILES	RGS4 inh	HP1b binding inh	JMJD2A Tudor inh	BAZ2B inh	GLS inhibitor	G9a inh	ERG Ets-DNA blk	PI4K2A inh	ALOX12 inh
1	CC1CCCCN1Cc1c(O)ccc2c(=O)c(-c3nc4ccccc4s3)coc12 (stereo unspecified)	-10%[11.4 µM]	-12%	-7%[11.4 µM]	-17%	28%	/	17%	-6	?
2	Cc1ccc(NC(=O)CCC(=O)NNC(=O)c2ccco2)c(C)c1	-3%	28%	-4%	-7%	12%	16%[0.501 µM]	-2%	-3	-6%
3	CN(C)S(=O)(=O)c1cc([N+](=O)[O-])ccc1N1CCCCCC1	8%	1%	-30%	?	-9%	-11%	-9%	-5	0%[57.4 µM]
4	COc1ccc(NC(=O)CN2C(=O)COc3ccc(S(=O)(=O)N4CCOCC4)cc32)c(OC)c1	6%	29%	-23%	-11%	-5%	8%[59 µM]	2%	3	13%
5	O=C(NC(=S)Nc1ncccn1)c1ccccc1Cl	3%	21%	?	-26%	-5%	79µM*	/	-4	?
6	Cc1ccc(O)c(NC(=O)c2cccc(NC(=O)c3ccco3)c2)c1	-21%	16%	-18%	-8%	20%	?	-1%	2	-6%
7	COc1ccccc1N(CC(=O)NC1CCCC1)C(=O)C1(C)CC(=O)N=C2C=CC(C)=CN21 (stereo unspecified)	-9%	2%	-13%	-1%	4%	13%	3%	6	5%
8	N#C/C(=C(\O)c1cc(Cl)sc1Cl)c1nc2ccccc2[nH]1	-4%	18%[57 µM]	-32%	71µM*	15%	29%	7%	-1	-22%
9	COc1ccc(N2C(=O)CSC2c2ccccc2F)c(OC)c1 (stereo unspecified)	3%	-7%	-11%	-1%	-1%	-8%	-10%	5	0%
10	Cc1nn(-c2cc(N3CCCCCC3)ccc2[N+](=O)[O-])c(=O)c2ccccc12	1%	-14%	?	-32%[57.1 µM]	1%	-8%	0%	19	-13%

For convenience, some entries already given:
no.	SMILES	RGS4 inh	HP1b binding inh	JMJD2A Tudor inh	BAZ2B inh	GLS inhibitor	G9a inh	ERG Ets-DNA blk	PI4K2A inh	ALOX12 inh
7	COc1ccccc1N(CC(=O)NC1CCCC1)C(=O)C1(C)CC(=O)N=C2C=CC(C)=CN21 (stereo unspecified)	-9%	2%	-13%	-1%	4%	13%	3%	6	5%
8	N#C/C(=C(\O)c1cc(Cl)sc1Cl)c1nc2ccccc2[nH]1	-4%	18%[57 µM]	-32%	71µM*	15%	29%	7%	-1	-22%

The list goes on:
no.	SMILES	RGS4 inh	HP1b binding inh	JMJD2A Tudor inh	BAZ2B inh	GLS inhibitor	G9a inh	ERG Ets-DNA blk	PI4K2A inh	ALOX12 inh
11	CC1CCN(C(=O)c2cccc(S(=O)(=O)N3CCCCC3)c2)CC1	-22%	47%[activator]	-10%	-1%	-8%	-7%	-7%	-5	25%
12	O=C(O)c1ccc(-c2noc(-c3cccc(Cl)c3)n2)cc1	13%	27%	-8%	/	10%	/	/	-9	-28%
13	COC(=O)c1ccc(N(C(=O)CNC(=O)c2ccco2)C(C(=O)NC2CCCC2)c2ccco2)cc1 (stereo unspecified)	-22%[11.4 µM]	-18%	-11%[11.4 µM]	0%	10%	-11%[59 µM]	11%	8	72%[activator][57.4 µM]
14	O=C(Nc1ccc(S(=O)(=O)N2CCOCC2)cc1)c1ccccc1	6%	-8%	-16%	3%	-3%	4%	7%	-5	/
15	CC(C)CC(=O)Nc1ccc(N2CCN(C(=O)c3cccs3)CC2)cc1	-26%	19%	-17%	-31%	-9%	-43%	-7%	-5	-12%
16	O=C(OCC1OC(n2ccc(=O)[nH]c2=O)C2OC12)c1ccccc1 (stereo unspecified)	-6%	-5%	-9%	/	-11%	/	12%	-1	1%
17	Fc1ccc(OCCn2cnc(Cl)c2Cl)cc1	10%	-2%	-25%	-31%	-5%	-46%	-1%	6	-9%
18	COc1cccc(CN(C)CC(=O)NC(=O)NCc2ccccc2)c1	18%	6%	-7%	3%	4%	?	/	4	-12%
19	CCc1ccccc1NC(=O)Cn1c(=O)n(C(C)C)c(=O)c2oc3ccccc3c21	21%	33%	-24%	-14%	-13%	-1%[59 µM]	-1%	1	-10%
20	O=C(Cc1ccc(NC(=O)N2CCSc3ncccc32)cc1)NCc1ccccc1Cl	-11%	-11%	-14%	-2%	-6%	13%[59 µM]	-2%	-3	0%
21	CCOC(=O)C1(Cc2cccc(OC)c2)CCCN(C(=O)CNC(C)=O)C1 (stereo unspecified)	16%	40%[activator]	-8%	7%	-5%	2%[0.501 µM]	-27%	1	5%
22	CCOC(=O)C1(CCOc2ccccc2)CCN(CC2CC2)CC1	3%	27%	-12%	-6%	26%	16%	-8%	2	-3%
23	O=C(NC1CCc2ccccc21)c1cc(COc2ccc(F)cc2F)on1 (stereo unspecified)	-32%	46%[activator]	-5%	12%	-3%	8%	-11%	0	-6%
24	O=C1C=C(c2ccccc2)C(c2ccccc2)C1 (stereo unspecified)	2%	14%[57 µM]	-14%	/	-1%	/	-2%	-3	16%
25	Cc1cc(C(=O)COC(=O)CN(C)S(=O)(=O)c2ccc(Cl)cc2)c(C)n1CC1CCCO1 (stereo unspecified)	2%	-10%	-22%	?	-8%	?	6%	3	?
26	COc1cccc(NC(=O)C(c2ccccc2)N2CCCC2)c1 (stereo unspecified)	38%	5%	?	-13%	3%	18%	-9%	3	-3%
27	O=[N+]([O-])c1ccc(CSc2nnc(SCc3ccc(Cl)cc3)s2)cc1	17%	7%	-28%	8%	8%	35µM*	0%	-3	-10%
28	COc1ccc(C(CC(=O)Nc2cccc(C)c2C)N2Cc3ccccc3C2=O)cc1 (stereo unspecified)	10%	8%	-25%	-6%	-11%	-20%[59 µM]	1%	-2	-29%
29	Cc1ccc(Cl)c(NC(=O)CN(C)CC(=O)Nc2ccc(F)c(F)c2F)c1Cl	-32%	9%	71µM*	-8%	-10%	84%[activator][59 µM]	4%	-1	6%
30	CC(=O)Nc1ccc2c(c1)[nH]c(=O)c1ccccc12	9%	22%	-14%	/	1%	/	-5%	7	-5%
31	CCOC(=O)C(CC(=O)Nc1nc(C(C)=O)c(C)s1)C(C)c1ccccc1 (stereo unspecified)	-13%[56.9 µM]	44%[activator]	-16%	2%	0%	14%	-3%	4	11%
32	O=C(NCCNC(=O)c1ccccn1)c1cccc(F)c1	31%	-7%	-15%	0%	-14%	5%	0%	-8	-10%
33	O=S(=O)(NCCc1ccccc1)c1ccc(F)cc1Br	5%	69%[activator]	-5%	/	0%	/	12%	-3	-9%
34	O=C(O)CSc1nc2c(c(C(F)(F)F)n1)CCCC2	0%&9%	23%&14%	-15%&-1%	-4%&-3%	2%&0%	-1%[12.7 µM]	9%&-8%	10&0	5%&-6%
35	C=CCn1c(-c2cc(-c3ccccc3)sc2N)n[nH]c1=S	-49%	26%	-28%	-13%	-8%	/	-4%	8	-10%
36	O=C(COc1ccc(S(=O)(=O)N2CCOCC2)cc1)Nc1ccccc1C(F)(F)F	-1%	21%	-10%	-2%	4%	13%	7%	3	3%
37	CCn1c(CC(=O)Nc2ccc(C)cc2)nnc1SCC(=O)N1CCN(c2ccccc2)CC1	10%	5%	-12%	?	14%	19%[12.7 µM]	10%	0	0%
38	Cc1ccc(OCc2cc(=O)n3cc(C)sc3n2)c(C)c1	0%	49%[activator]	6%	-3%	1%	10%[59 µM]	1%	-2	-29%
39	Cc1cccc(C(=O)N2CCCC(Nc3ccc(C)c(C)c3)C2)n1 (stereo unspecified)	-10%	20%	-18%	-21%	6%	-13%	-6%	-1	0%
40	Cc1ccc(C(=O)N2CCC3(CC2)NCCc2[nH]cnc23)cc1C	-1%	19%	-15%	-11%	-6%	/	-1%	3	-5%
41	CC(=O)c1cc(C#N)c(NCCCN(C)C)nc1C	-8%	-6%	-5%	8%	0%	3%	1%	0	-27%
42	COc1ccc(C)cc1NC(=O)c1ccccc1NS(=O)(=O)c1cccc2cccnc12	9%	22%	-11%	0%	14%	-11%[59 µM]	/	0	1%
43	O=C(c1cccc(Br)c1)N1CCN(C(=O)N2CCCCC2)CC1	-10%	38%[activator]	1%	-5%	-14%	-19%	/	1	-1%
44	CCC(=O)Nc1ccc(OCc2nc3ccccc3s2)cc1	?	-26%	-31%	/	29%	10µM*	6%	-6	?
45	CCOc1cc2c(cc1OCC)C(c1ccc(O)c(OC)c1)NCC2 (stereo unspecified)	18%	20%	-13%	/	-1%	/	1%	1	-3%[57.4 µM]
46	O=C(CSc1nnnn1-c1ccc(Cl)c(C(=O)O)c1)NC(c1ccccc1)c1ccccc1	0%	17%	-1%	6%	7%	-9%	-6%	-4	2%
47	CC(=O)c1c(C)[nH]c(C(=O)OCc2csc(CC(=O)Nc3ccccc3C)n2)c1C	-1%	?	-6%	/	-1%	/	18%	-2	150%[activator]
48	CC1CCN(CCCNC(=O)c2cc3c(s2)-c2ccccc2OC3)CC1	-15%	46%[activator]	7%	5%	-3%	-10%	9%	-4	-6%
49	Cc1cccn2c(=O)c(C(=O)N3CCN(c4ccc(Cl)cc4)CC3)cnc12	-2%	-15%	-19%	-13%	16%	4%[59 µM]	1%	-1	-4%
50	CCC(C)(C)NC(=O)C(c1ccco1)N(C(=O)Cn1nnc2ccccc21)c1ccc2c(c1)OCO2 (stereo unspecified)	-20%	13%	-20%	7%	-3%	-24%[59 µM]	11%	3	38%[activator]
51	CCN1CCN(c2ccc([N+](=O)[O-])c(Sc3nc4ccccc4[nH]3)c2)CC1	29%	?	-34%	-27%	1%	32µM*	0%	-7	-1%

The list is partial; the hit share may differ from the screen's.
